# From PubChem
# SNCA viab count: GF-AFC viability counterscreen for inhibitors of alpha-synuclein gene (SNCA) expression. HEK-293-SNCA-luc viability, GF-AFC fluorescence, 24 h. Potency, µM (titrated, usually from 57.1 µM), for inactives: at the top dose activity change, negative = cytotoxicity, actives largely listed as cytotoxic. actives 0.12% (n = 150,000). AID 1671193, 2021;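 note: 0% = DMSO-treated cells and -100% = medium-only wells without cells; nearly all actives have a fitted effect of over 30% in size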
#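 HEK-293-SNCA-luc cells (1500/well) plated 24 h, then exposed 24 h to a dilution series; GF-AFC added 30 min at 37C, fluorescence 405/540 nm; normalised to medium-only and DMSO wells, Hill fit.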
# SNCA expr inhib: Primary qHTS assay for inhibitors of alpha-synuclein gene (SNCA) expression; HEK-293 SNCA-luciferase knock-in, luminescence, 24 h; Potency, µM (series often up to 57.2 µM), for the others: top-dose activity change, negative = inhibition, actives largely listed as inhibitors; actives 0.17% (n = 140,000); AID 1671194, 2021;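 note: plate controls were DMSO cells for no effect and cell-free wells for full effect; nearly all actives have a fitted effect of over 45% in size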
# An asterisk follows results filed as active; ? = inconclusive; [ ] = dose if it differs, or a comment. Calls come from the whole dose curve; as a rule, active = well fitted curve in the direction sought with a large enough effect; inconclusive = small, poorly fitted or top-dose-only effect, or another doubt; inactive = no such curve, though single readings can be large; an effect the other way counts as inactive or inconclusive. Potency is the fitted concentration of half-maximal effect.
SMILES,SNCA viab count,SNCA expr inhib
O=S(=O)(c1ccccc1)N1CCC[C@@]2(CCN(Cc3ccccc3)C2)C1,-6%,18%
Cn1c(=O)c(-c2ccccc2)nc2cncnc21,-8%,21%
O=C(c1csnn1)N1CCC2(CC1)CCN(c1ccccc1)CC2,-6%,12%
COCCNc1nc(-c2ccccc2Cl)nc2ccccc12,-14%,-11%
N#Cc1cccc(-c2cc(NCc3cccnc3)ncn2)c1,-2%,17%
Cn1cccc1C(=O)N1CCC2(CCCN(Cc3ccncc3)C2)CC1,-10%,11%
CN(C)C(=O)c1ccc(-c2nc(NC3CCNCC3)c3ccccc3n2)cc1,3%,9%
COc1cccc(-c2nc(Nc3ccncc3)c3ccccc3n2)c1,-25%,-10%
CN(C)c1ccc(-c2nc(N(C)Cc3ccco3)c3ccccc3n2)cc1,-15%,-16%
COc1cccc(-c2nc(NCc3ccc(OC)cc3OC)c3ccccc3n2)c1,?,6%
COc1ccc(CNc2ncncc2-c2cccc(NS(C)(=O)=O)c2)c(OC)c1,1%,10%
CC(=O)N1CCC[C@@]2(CCN(c3ccccc3)C2)C1,5%,104%[activator]
COc1ccc(-c2nc3cnc(Nc4ccccc4)nc3n(Cc3cccs3)c2=O)cc1,?,-1%
CCNc1ncc2nc(-c3cc(F)cc(F)c3)c(=O)n(Cc3cccs3)c2n1,15%,20%
COCCn1c(=O)c(CCc2ccccc2)nc2cnc(N3CCN(C)CC3)nc21,-12%,-10%
O=C(Nc1cccc(F)c1)N1CCCC2(CCN(C(=O)c3ccncc3)CC2)C1,-9%,23%
COc1ccccc1-c1nccc(-n2ccnc2)n1,-7%,14%
N#CCCn1c(=O)cnc2cnc(OCc3ccccc3)nc21,-4%,3%
CCNc1ncc2nc(-c3cccc(C#N)c3)c(=O)n(CCC#N)c2n1,?,3%
Cc1cnc(CNc2ccnc(-c3cccnc3)n2)cn1,?,0%
COCC(=O)N1CCC2(CC1)CCN(C(=O)Nc1cccc(C#N)c1)CC2,-10%,3%
Cc1noc(C)c1C(=O)N1CCC2(CCN(C(=O)Nc3ccccc3)CC2)CC1,-8%,34%[activator]
CC(=O)NCCNc1nc(-c2ccc3c(c2)OCO3)nc2ccccc12,-28%,1%
COc1cccc(Cn2c(=O)c(-c3ccc(Cl)cc3)nc3cnc(N4CCNCC4)nc32)c1,?,?
N#CCCn1c(=O)c(-c2cc(F)cc(F)c2)nc2cnc(N3CCOCC3)nc21,?,17%
COc1ccc(C(=O)N2CCC[C@@]3(CCN(c4cccc(-c5ccccc5)c4)C3)C2)cc1,-22%,13%
CN(C)Cc1ccccc1-c1cc(NC2CC2)ncn1,1%,4%
O=c1c(-c2ccccc2)nc2cnc(Nc3ccccc3)nc2n1Cc1cccs1,?,-6%
COc1ccc(-c2nc3cnc(N(C)C)nc3n(CCc3ccccc3)c2=O)cc1,3%,2%
O=c1c(-c2ccccc2)nc2cnc(Oc3ccccc3)nc2n1C[C@H]1CCCO1,-19%,5%
Cn1c(=O)cnc2cnc(OCc3ccccc3)nc21,8%,10%
N#Cc1cccc(-c2nc3cnc(N4CCNCC4)nc3n(C3CC3)c2=O)c1,12%,?
CN(C)c1ncc2nc(-c3ccccc3)c(=O)n(Cc3cccs3)c2n1,?,-29%
COCCNc1ncnc2ccc(-c3cccc(NS(C)(=O)=O)c3)cc12,-4%,25%
CNc1nc(-c2cccnc2)nc2ccccc12,-12%,11%
CS(=O)(=O)Nc1cccc(-c2nccc(NCc3ccccc3)n2)c1,4%,62%[activator]
CN1CCCC2(CCN(C(=O)c3cc(C(F)(F)F)cc(C(F)(F)F)c3)CC2)C1,-5%,12%
O=c1c(-c2ccccc2)nc2cnc(Oc3cccc(Cl)c3)nc2n1C1CC1,4%,-12%
CC(=O)NCCNc1nc(-c2ccc(N(C)C)cc2)nc2ccccc12,?,68%[activator]
O=c1c(-c2cccs2)nc2cnc(Nc3ccccc3)nc2n1C[C@H]1CCCO1,?,38%[activator]
O=C(c1cnccn1)N1CCC2(CC1)CCN(c1cccc(-c3ccccc3)c1)CC2,-8%,-9%
COc1ccc(C(=O)N2CCC3(CCN(Cc4ccc(C#N)cc4)CC3)CC2)cc1,?,22%
COc1cccc(Cn2c(=O)c(-c3cc(F)cc(F)c3)nc3cnc(N(C)C)nc32)c1,21%,-2%
COc1cccc(-c2nc(NC3CCNCC3)c3ccccc3n2)c1,-6%,3%
CS(=O)(=O)N1CCC2(CC1)CN(Cc1cc(C(F)(F)F)cc(C(F)(F)F)c1)C2,-14%,4%
Cc1cnc(CNc2cc(-c3ccoc3)ncn2)cn1,3%,-8%
COc1ccc(-n2c(=O)cnc3cnc(N4CCNCC4)nc32)cc1,-9%,2%
CC(C)NC(=O)N1CC2(CCN(C(=O)c3cc(C(F)(F)F)cc(C(F)(F)F)c3)CC2)C1,-5%,7%
COCC(=O)N1CCC2(CCCN(C(c3ccccc3)c3ccccc3)C2)CC1,2%,?
O=C(c1ccco1)N1CCC2(CC1)CCN(c1ncccn1)CC2,-2%,9%
CC(=O)NCCNc1ncnc2ccc(-c3c(C)noc3C)cc12,-1%,-4%
O=C(c1cc(C(F)(F)F)cc(C(F)(F)F)c1)N1CCC2(CC1)CCN(c1ccncc1)CC2,0%,1%
COCCn1c(=O)c(-c2cccc(F)c2)nc2cncnc21,-23%,-10%
COc1cccc(Cn2c(=O)cnc3cnc(N4CCOCC4)nc32)c1,?,17%
Clc1ccccc1-c1ccc2ncnc(N3CCNCC3)c2c1,-16%,-1%
COc1ncc2nc(-c3cccs3)c(=O)n(CCc3ccccc3)c2n1,10%,5%
Cc1cccc(CNc2nc(-c3cccnc3)nc3ccccc23)c1,-21%,?
COCC(=O)N1CCC[C@@]2(CCN(Cc3ccccc3)C2)C1,-5%,15%
COc1ccc(CNc2ccnc(-c3ccccc3Cl)n2)c(OC)c1,-12%,-23%
Clc1ccccc1-c1cc(NCc2cccnc2)ncn1,-4%,41%[activator]
# Going on with the list.
SMILES,SNCA viab count,SNCA expr inhib
O=C(c1ccncc1)N1CCC2(CCCN(c3ccccn3)C2)CC1,10%,-4%
CN(Cc1ccco1)c1ccnc(-c2ccccc2C(F)(F)F)n1,1%,-15%
Cc1ccccc1-c1nc(NC2CCNCC2)c2ccccc2n1,-14%,-13%
CCNc1ncc2nc(-c3ccc(Cl)cc3)c(=O)n(Cc3ccc(F)cc3)c2n1,2%,34%
CCNc1ncc2nc(-c3cccs3)c(=O)n(-c3ccccc3)c2n1,?,0%
Cc1noc(C)c1-c1nc(NCc2cccs2)c2ccccc2n1,-15%,-8%
N#Cc1cccc(-c2ccc3ncnc(NCc4ccccc4)c3c2)c1,-5%,-6%
COCC(=O)N1CCC[C@@]2(CCN(Cc3ccc(C#N)cc3)C2)C1,?,8%
CCNc1ncc2nc(-c3cccs3)c(=O)n(C[C@H]3CCCO3)c2n1,?,92%[activator]
O=C(c1ccco1)N1CCC2(CC1)CN(c1ccccn1)C2,-1%,10%
CS(=O)(=O)N1CCC2(CCN(c3ccncc3)CC2)CC1,8%,-26%
COc1cccc(Cn2c(=O)c(-c3cccs3)nc3cnc(Nc4ccccc4)nc32)c1,?,1%
COc1ncc2nc(-c3ccc(Cl)cc3)c(=O)n(-c3ccccc3)c2n1,-7%,-8%
O=C(Nc1cccc(F)c1)N1CC[C@@]2(CCCN(C(=O)c3cnccn3)C2)C1,-14%,17%
COC(=O)N1CCC2(CCN(Cc3nccs3)CC2)CC1,3%,-2%
O=C(c1cccc(F)c1)N1CCC2(CCCN(c3ccccc3)C2)CC1,-1%,?
COc1ccc(C(=O)N2CCC3(CCCN(c4ncccn4)C3)CC2)cc1,-26%,-17%
COc1ccccc1-c1nc(NCCNC(C)=O)c2ccccc2n1,-5%,17%
CC(=O)N1CCC2(CCCN(c3ncccn3)C2)CC1,4%,37%[activator]
COc1ccc(-c2nc3cnc(N4CCOCC4)nc3n(-c3ccc(OC)cc3)c2=O)cc1,?,1%
Cc1ccccc1-c1cncnc1NCc1ccccc1,4%,24%
CC(C)CN1CC[C@@]2(CCCN(C(=O)c3cccc(F)c3)C2)C1,-8%,-4%
Cc1noc(C)c1-c1nc(N(C)Cc2ccco2)c2ccccc2n1,?,16%
COc1cccc(-c2nc(NCc3cccs3)c3ccccc3n2)c1,-9%,73%[activator]
CN(C)c1ccc(-c2nccc(Nc3ccc(F)cc3)n2)cc1,-18%,123%[activator]
CCNc1ncc2nc(-c3ccccc3)c(=O)n(C)c2n1,?,61%[activator]
COc1ccccc1-c1cc(NCc2ccccc2)ncn1,-23%,79%[activator]
Cc1cccc(CNc2ccnc(-c3cccc(NS(C)(=O)=O)c3)n2)c1,?,17%
O=c1cnc2cnc(N3CCOCC3)nc2n1C1CC1,0%,-18%
COc1ccc(-n2c(=O)c(-c3ccc(Cl)cc3)nc3cnc(N4CCOCC4)nc32)cc1,?,-14%

# Single entries from above:
# For SNCA expr inhib, CCNc1ncc2nc(-c3ccccc3)c(=O)n(C)c2n1 reads 61%[activator]
# For SNCA viab count, Cc1ccccc1-c1cncnc1NCc1ccccc1 reads 4%
# For SNCA viab count, COc1ccccc1-c1cc(NCc2ccccc2)ncn1 reads -23%
# For SNCA expr inhib, CC(=O)N1CCC2(CCCN(c3ncccn3)C2)CC1 reads 37%[activator]
# For SNCA expr inhib, COc1ccc(-c2nc3cnc(N4CCOCC4)nc3n(-c3ccc(OC)cc3)c2=O)cc1 reads 1%
# For SNCA expr inhib, Cc1cccc(CNc2ccnc(-c3cccc(NS(C)(=O)=O)c3)n2)c1 reads 17%
# For SNCA expr inhib, COc1ccc(-n2c(=O)c(-c3ccc(Cl)cc3)nc3cnc(N4CCOCC4)nc32)cc1 reads -14%

# Next structures:
SMILES,SNCA viab count,SNCA expr inhib
COc1ccc(Oc2ncc3nc(-c4cc(F)cc(F)c4)c(=O)n(CCC#N)c3n2)cc1,-19%,17%
COc1cccc(Cn2c(=O)c(C)nc3cnc(N(C)C)nc32)c1,-8%,32%[activator]
Cn1cccc1C(=O)N1CCC[C@@]2(CCN(c3ccccn3)C2)C1,-4%,3%
COC(=O)N1CCC2(CCCN(c3ccncc3)C2)CC1,5%,8%
COc1ccc(-c2nc3cnc(N4CCN(C)CC4)nc3n(C)c2=O)cc1,?,191%[activator]
c1cncc(CNc2ncnc3ccc(-c4cccnc4)cc23)c1,-1%,2%
COC(=O)N1CCC2(CCN(Cc3cc(C(F)(F)F)cc(C(F)(F)F)c3)CC2)CC1,?,5%
COc1ccccc1CN1CC[C@@]2(CCCN(S(C)(=O)=O)C2)C1,-6%,21%
CCNc1ncc2nc(-c3cn(C)c4ccccc34)c(=O)n(Cc3ccc(F)cc3)c2n1,?,19%
CC(=O)N1CCC2(CCN(Cc3cc(C(F)(F)F)cc(C(F)(F)F)c3)CC2)CC1,0%,5%
COc1ccccc1CNc1nc(-c2ccc3c(c2)OCO3)nc2ccccc12,-15%,3%
COCCNc1ncnc2ccc(-c3c(C)noc3C)cc12,8%,80%[activator]
COc1ncc2nc(-c3ccc(Cl)cc3)c(=O)n(C[C@H]3CCCO3)c2n1,12%,7%
COc1ccc2[nH]cc(CCNc3ccnc(-c4c(C)noc4C)n3)c2c1,-1%,-23%
N#CCCn1c(=O)c(-c2ccc(F)cc2)nc2cnc(Oc3ccccc3)nc21,11%,-1%

# As a working copy, 4 of the compounds above:
SMILES,SNCA viab count,SNCA expr inhib
COC(=O)N1CCC2(CCCN(c3ccncc3)C2)CC1,5%,8%
COc1ccc(-c2nc3cnc(N4CCN(C)CC4)nc3n(C)c2=O)cc1,?,191%[activator]
c1cncc(CNc2ncnc3ccc(-c4cccnc4)cc23)c1,-1%,2%
COC(=O)N1CCC2(CCN(Cc3cc(C(F)(F)F)cc(C(F)(F)F)c3)CC2)CC1,?,5%

# Going on with the list.
SMILES,SNCA viab count,SNCA expr inhib
COCCn1c(=O)c(-c2ccc(F)c(F)c2)nc2cncnc21,?,30%
COc1ncc2ncc(=O)n(CCc3ccccc3)c2n1,-16%,-4%
Cn1c(=O)c(-c2ccc(F)c(F)c2)nc2cncnc21,-5%,-4%
CC(C)CN1CCCC2(CCN(C(=O)c3cccn3C)CC2)C1,-4%,-36%
CN(C)c1ncc2nc(-c3cc(F)cc(F)c3)c(=O)n(C[C@H]3CCCO3)c2n1,11%,-2%
CN(C)C(=O)c1ccc(-c2nc(N3CCOCC3)c3ccccc3n2)cc1,-7%,-5%
N#Cc1cccc(-c2nc3cnc(Nc4ccccc4)nc3n(C[C@H]3CCCO3)c2=O)c1,3%,13%
N#Cc1cccc(-c2cncnc2NCCc2cnc[nH]2)c1,-15%,?
CCNc1ncc2ncc(=O)n(C[C@H]3CCCO3)c2n1,-26%,-20%
COc1ccccc1CNc1nc(-c2c(C)noc2C)nc2ccccc12,-9%,-27%
CCNc1ncc2nc(-c3ccc(F)cc3)c(=O)n(-c3ccccc3)c2n1,3%,-21%
CC(C)CN1CC2(CCN(C(=O)c3cccc(F)c3)CC2)C1,8%,7%
CN(C)C(=O)c1ccc(-c2nccc(Nc3ccc(F)cc3)n2)cc1,-18%,23%
COc1ccc(Oc2ncc3nc(-c4cn(C)c5ccccc45)c(=O)n(C)c3n2)cc1,?,-22%
CN(C)C(=O)c1ccc(-c2ccc3ncnc(Nc4ccc(F)cc4)c3c2)cc1,-24%,28%
Cc1nc2cnc(Oc3cccc(Cl)c3)nc2n(CCC#N)c1=O,-13%,-9%
Cn1cccc1C(=O)N1CCC[C@@]2(CCN(c3ccncc3)C2)C1,0%,5%

# These rows are one share of the data (hit frequency here may not be typical).
